From PubChem
FLuc stim CS: FLuc activators, initial screening, artefact control for FLuc-dependent activation tests, biochemical, ATPlite luminescence; ATPlite luciferase biochemical, 10 min; 0 = ATP-free wells, 1 = DMSO control; activation factor at 10 µM; Luciferin 4-monooxygenase (Photinus pyralis), P08659; 200,000 tested, under 10 active;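 active means luciferase activation factor, scaled between plate controls, of at least 2 with compound at 10 µM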
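Assay system: Luciferase/luciferin reagent mix; Medium: PBS as buffer for the ATP substrate; Dosing: test compounds dosed from 2 mM stocks in 100% DMSO; Times: 10 min, room temperature; Signal: luminescence from luciferase reaction; Read-out: luciferase activation; Controls: No-ATP low control, compound-free enzyme-plus-ATP high control.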
Efa HMGR inh: inhibitors of E. faecalis class II HMGR, primary screen, biochemical, Enterococcus faecalis; HMG-CoA reductase (Enterococcus faecalis, mvaE); purified E. faecalis HMGR, NADPH absorbance 340 nm kinetic; inhibition, % at 10 µM; actives 0.41% (n = 190,000); AID 1066, 2008;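 active means inhibition above a set limit, the median over all tested compounds plus 3 SD, cut at about 9.5% in these data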;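 further: enzyme runs in reverse so mevalonate oxidation gives rising NADPH absorbance; 0% = complete reaction with DMSO and 100% = background rate lacking mevalonate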
TNAP inh no acc: human TNAP enzyme inhibitors, primary screen, biochemical, luminescent, no phosphate acceptor, uHTS | Alkaline phosphatase, tissue-nonspecific isozyme (Homo sapiens), P05186 | purified TNAP, CDP-star luminescence, 30 min | inhibition, % at 20 µM | actives 0.26% (n = 200,000) | AID 1012, 2008;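 active means tissue-nonspecific alkaline phosphatase inhibition above about 50% at 20 µM in the single-dose screen, limit read from the data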;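 further: 0% = DMSO negative control and 100% = EDTA positive control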
Target sequence (P05186 whole entry, looked up): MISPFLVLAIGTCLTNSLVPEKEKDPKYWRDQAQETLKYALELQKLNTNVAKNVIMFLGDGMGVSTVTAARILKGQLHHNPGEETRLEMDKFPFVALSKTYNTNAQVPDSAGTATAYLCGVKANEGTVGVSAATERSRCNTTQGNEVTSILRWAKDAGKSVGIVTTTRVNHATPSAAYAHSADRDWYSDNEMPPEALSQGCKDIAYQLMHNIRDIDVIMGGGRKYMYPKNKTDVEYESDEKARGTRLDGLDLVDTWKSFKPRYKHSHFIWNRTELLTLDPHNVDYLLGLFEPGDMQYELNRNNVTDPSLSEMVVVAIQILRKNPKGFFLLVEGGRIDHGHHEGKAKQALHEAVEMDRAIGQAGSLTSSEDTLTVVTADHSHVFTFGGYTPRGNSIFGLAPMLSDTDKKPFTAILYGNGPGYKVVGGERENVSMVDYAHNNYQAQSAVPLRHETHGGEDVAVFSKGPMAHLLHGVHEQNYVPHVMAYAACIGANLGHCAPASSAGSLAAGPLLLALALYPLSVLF
PMI act hi M6P: human PMI activators, high substrate, primary screen, biochemical, fluorescence intensity, near-saturating mannose 6-phosphate; coupled PMI enzyme assay, resazurin fluorescence, 20 min; active compounds read high; 1 = untreated enzyme, 0 = substrate-free blank; activation factor at 20 µM; actives 0.34% (n = 190,000);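 active means activation factor of 2 or more at 20 µM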
Target sequence (P34949 whole entry, looked up): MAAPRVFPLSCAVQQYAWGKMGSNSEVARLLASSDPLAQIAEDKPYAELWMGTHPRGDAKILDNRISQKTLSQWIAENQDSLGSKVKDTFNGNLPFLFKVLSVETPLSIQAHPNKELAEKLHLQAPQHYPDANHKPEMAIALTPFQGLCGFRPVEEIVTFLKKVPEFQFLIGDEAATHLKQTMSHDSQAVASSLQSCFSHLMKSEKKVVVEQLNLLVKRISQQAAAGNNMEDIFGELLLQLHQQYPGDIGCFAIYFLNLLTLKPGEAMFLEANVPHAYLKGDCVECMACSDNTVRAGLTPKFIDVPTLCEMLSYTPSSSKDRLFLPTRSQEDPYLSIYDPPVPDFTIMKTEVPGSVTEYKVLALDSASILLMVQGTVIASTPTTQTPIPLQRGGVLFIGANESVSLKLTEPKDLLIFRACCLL
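Test system: human phosphomannose isomerase with PGI, G6PDH, diaphorase coupling enzymes; amount: 15 ng/mL PMI; incubation: enzyme reaction with compound 20 min at room temperature; technique: resorufin fluorescence (Ex 544/Em 590 nm) from resazurin via diaphorase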
Diaphorase act: compounds boosting diaphorase resazurin reduction – biochemical, uHTS, resorufin fluorescence, counter-screen for diaphorase-coupled primary assays, primary screen | Diaphorase/resazurin coupled assay, 16 min; active compounds read high; 1 = vehicle wells, 0 = NADH-free wells | activation factor at 20 µM | actives 0.005% (n = 190,000);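 active means diaphorase activity raised at least twofold by the compound at 20 µM; inactive means activation factor below 2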
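Material: Purified diaphorase enzyme from Clostridium kluyveri | Buffer or medium: 50 mM HEPES pH 7.4 with 4.542 mM MgCl2, 0.005% Tween 20 | Times: 16 min enzyme reaction, ambient temperature | Signal: Red resorufin fluorescence at 544/590 nm excitation/emission | Measure: Increased resorufin signal from activators or reducing compounds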
TNAP inh hiacc: human TNAP enzyme inhibitors, primary screen, biochemical, luminescent, high phosphate acceptor level, uHTS; Alkaline phosphatase, tissue-nonspecific isozyme (Homo sapiens), P05186; purified TNAP, CDP-star luminescence, 1 M DEA; inhibition, % at 20 µM; actives 0.03% (n = 200,000); AID 1135, 2008;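 active means over 50% inhibition of tissue-nonspecific alkaline phosphatase at 20 µM in the single-dose screen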;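 further: plate controls were DMSO wells for no effect and EDTA-quenched wells as full inhibition for full effect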
Diaphorase inh: diaphorase inhibitors and chemical oxidizers, primary screen, counter-screen for diaphorase-coupled primary assays, biochemical, uHTS, resorufin fluorescence | diaphorase resazurin-to-resorufin fluorescence, NADH, 16 min; bacterial (C. kluyveri) enzyme, not human | inhibition, % at 20 µM | actives 0.69% (n = 190,000) | AID 1217, 2008;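 active means primary screen inhibition at 20 µM above a set limit, cut at about 50% in these data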;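 further: plate controls were DMSO with full reaction for no effect and wells lacking NADH for full effect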
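Test system: diaphorase enzyme from Clostridium kluyveri; amount: diaphorase at 0.14 U/mL in enzyme working solution; detection: fluorescence of resorufin formed from resazurin, Ex 544/Em 590 nm; times: reaction incubation of 16 min at room temperature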
G6PDH CS: L. mesenteroides G6PDH inhibitors, counter-screen for G6PDH-coupled screening assays, biochemical, Leuconostoc mesenteroides enzyme. glucose-6-phosphate dehydrogenase [Leuconostoc mesenteroides]. Purified L. mesenteroides G6PDH, diaphorase/resazurin coupled fluorescence, 45 min. inhibition, % at 5 µM. actives 0.12% (n = 200,000). AID 1020, 2008; in the data active means inhibition above about 50%
PMI activator: activators of human PMI, primary screen, biochemical, fluorescence intensity, near-Km mannose 6-phosphate. actives 0.005% (n = 190,000). activation factor at 20 µM. purified human PMI, coupled resazurin fluorescence, 20 min; active compounds read high; 1 = vehicle control, 0 substrate-free wells;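 active means activation factor of 2 or more at 20 µM, relative to plate controls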
TNAP act hi DEA: TNAP activators at high phosphate acceptor level, primary screen, biochemical, luminescence, uHTS | Alkaline phosphatase, tissue-nonspecific isozyme (Homo sapiens), P05186 | purified TNAP, CDP-star luminescence, 1 M DEA, 30 min; active compounds read high; 0 = EDTA background, 1 = DMSO-only activity | activation factor at 20 µM | 200,000 tested, under 10 active | AID 1136, 2008;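 active means activation factor at least 2 at 20 µM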
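Test system – human TNAP · Doses – 20 µM single point · Incubation – 30 min, room temperature · Signal – luminescent substrate turnover signal · Read-out basis – activation factor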
* marks the source's active call; other numbers are inactive results; · = no result given. Some of the compounds tested; the hit share may differ from the screen's.

#	smiles	FLuc stim CS	Efa HMGR inh	TNAP inh no acc	PMI act hi M6P	Diaphorase act	TNAP inh hiacc	Diaphorase inh	G6PDH CS	PMI activator	TNAP act hi DEA
1	CC1CN=C(NCc2ccc(F)cc2)S1 (configuration not stated)	1	7	-5	1	1	-1	1	13	0.9	1
2	Cc1cccc(C(O)(C(=O)NNC(=O)CN2CCN(C)CC2)c2cccc(C)c2)c1	1.1	-3	-158	1	0.8	-7	15	-2	0.9	1.1
3	COc1ccc(-c2nc3ccccc3c(=O)o2)cc1	0.5	0	-4	0.9	0.9	-2	13	18	0.9	1
4	CCCn1c(C)cc(C=O)c1C	1	0	-4	1	1	0	3	4	1	1
5	Clc1ccc(C2N3CCCN23)c(Cl)c1 (configuration not stated)	1	-2	-5	1	1	-1	2	6	0.9	1
6	O=C(Nc1ccc(OC(=O)N2CCCC2)cc1)N1CCOCC1	1	-5	-2	0.8	0.9	2	12	6	0.9	1
7	O=C(CF)NC(NC(=S)Nc1ccccc1O)C(Cl)(Cl)Cl (configuration not stated)	1.1	1	-1	·	·	-1	·	26	·	1
8	CN(C)C(=O)On1c(-c2ccccc2)nc2ccc(Cl)cc21	1	-5	-5	0.9	0.9	-2	13	1	1	1
9	O=C(C1CC(=O)N(C2CCCCCCC2)C1)N1CCC2(CC1)OCCO2 (configuration not stated)	1	1	-5	1	1	0	-2	-2	1	1
10	Cc1cc(C=O)c(C)n1CC1CCCO1 (configuration not stated)	1.1	-1	-2	1.1	0.9	-6	7	11	1	1.1

Carrying on.
#	smiles	FLuc stim CS	Efa HMGR inh	TNAP inh no acc	PMI act hi M6P	Diaphorase act	TNAP inh hiacc	Diaphorase inh	G6PDH CS	PMI activator	TNAP act hi DEA
11	COC(=O)C1C2c3ccccc3OC1(C)N=c1s/c(=C/c3cn(C)nc3C)c(=O)n12 (configuration not stated)	1.1	-1	-14	1.1	0.8	-9	21	-4	1.1	1.1
12	Cc1ccsc1-c1nc(CSCC(=O)N2CCC3(CC2)OCCO3)c(C)o1	1.1	-1	0	1	0.9	-5	12	14	1.1	1.1
13	Cc1c(C=O)c2ccccc2n1Cc1ccccc1F	1.1	-3	-9	1	0.7	-5	29	2	0.9	1.1
14	CN(C)C(=O)Oc1ccc(Cl)c2cccnc12	1.1	0	-5	1.1	1	-2	0	6	1.1	1
15	Cc1cc(S(=O)(=O)NCC(C)C)ccc1OCC(=O)N1CCN(Cc2ccccc2)CC1	1	-1	-2	1.1	1.1	-8	-7	4	1	1.1
16	COc1ccc(CN2C(=O)CC(=O)NC2=O)cc1	1.1	-11	-14	1	0.8	-7	22	-2	1	1.1
17	O=C(c1ccc(-c2ccccc2)cc1)C1CCCN(Cc2ccn[nH]2)C1 (configuration not stated)	1.1	-2	-7	1	1	-3	2	21	1	1
18	O=C(NC1CN2CCC1CC2)c1ccc(-c2ccc([N+](=O)[O-])cc2)o1 (configuration not stated)	1	-2	-3	0.6	0.9	-2	11	21	0.7	1
19	O=[N+]([O-])c1ccc(C2C3C(c4ccccc4)=NC4(CCCC4)N32)cc1 (configuration not stated)	1	-7	-7	0.9	0.9	0	12	12	0.9	1
20	CNC(=O)OCCc1n(C)cc[n+]1C	1	1	-8	0.8	0.8	-7	18	1	0.8	1.1

(more compounds)
#	smiles	FLuc stim CS	Efa HMGR inh	TNAP inh no acc	PMI act hi M6P	Diaphorase act	TNAP inh hiacc	Diaphorase inh	G6PDH CS	PMI activator	TNAP act hi DEA
21	N#CC1=C(N)Oc2c(c(=O)oc3ccccc23)C1c1ccccc1OC(=O)c1cccs1 (configuration not stated)	1.1	4	4	1	0.9	-2	7	-17	1	1
22	CCOC(=O)CC1=C(C(=O)OCC)C2(C(=O)N1)C(C(=O)OC)=C(N)Oc1ccccc12 (configuration not stated)	1	1	-8	0.9	0.8	-4	16	10	0.8	1
23	C=CCC1(CN2CCCC2=O)C(=O)NC(=O)NC1=O	1.1	-6	-6	0.9	0.9	-2	6	3	0.9	1
24	O=C(Cc1cccs1)N1CCC2(CC1)OCCO2	1.1	-1	-8	0.9	0.9	-6	8	-11	1	1.1
25	Cc1cc(Cl)ccc1OCCCC(=O)NCc1cccs1	1.1	-5	-16	0.9	0.8	-3	16	15	0.8	1
26	CCOC(=O)C(O)(c1ccc(N(C)C(=O)c2ccc(Cl)c(Cl)c2)cc1)C(F)(F)F (configuration not stated)	1.1	-5	-9	0.9	0.8	-7	22	8	0.9	1.1
27	COc1cc(-n2c(=S)[nH]c3ccc(C)cc3c2=O)c(Cl)cc1Cl	1.1	-5	-2	1	0.8	-1	17	0	1	1
28	CCN(CC)c1ccc(N=Cc2c(O)n(-c3ccccc3C)c(=O)[nH]c2=O)cc1	1	-1	0	0.8	0.7	0	34	-13	0.7	1
29	CN1CCc2nc(N)c(C#N)c(-c3ccccc3)c2C1	1	0	-8	1	1	-4	-1	0	1	1
30	CCN(N=Nc1nonc1OC)c1nonc1OC	1.1	0	-14	1.1	1	-5	4	1	1	1.1

(more compounds)
#	smiles	FLuc stim CS	Efa HMGR inh	TNAP inh no acc	PMI act hi M6P	Diaphorase act	TNAP inh hiacc	Diaphorase inh	G6PDH CS	PMI activator	TNAP act hi DEA
31	CN1CCN(c2c[nH]c(=O)[nH]c2=O)CC1	1	-5	-8	1.1	1	-3	-4	-1	1.1	1
32	O=C1NC(=O)N(c2ccc(F)cc2)C(=O)/C1=C/c1ccc2c(c1)CCCN2Cc1ccccc1	1.1	1	48	1.4	0.8	7	16	-9	1.3	0.9
33	Cc1ccc(C(=O)C2(C)N(O)C(C)C(c3cccs3)=[N+]2[O-])cc1 (configuration not stated)	1.1	-6	3	0.9	0.8	-4	18	-15	0.9	1
34	Clc1ccc2c(c1)C(c1ccccc1Cl)=NCc1nnc(N3CCN(CCOc4ccccc4)CC3)n1-2	1.1	2	-4	1	0.8	1	16	-2	1	1
35	Cc1cc(C)nc(NC2=NCCS2)n1	1	1	-5	0.9	0.9	-4	6	5	0.9	1
36	Cc1nc(CCl)cc(=O)[nH]1	1	-4	-39	1.1	1	2	-4	3	1.1	1
37	Fc1cccc(C2NCCc3[nH]cnc32)c1 (configuration not stated)	1	3	-5	1.1	1	-2	-4	-1	1	1
38	CC(=O)CC(C)(C)n1c[n+](C)nn1	1.1	1	-10	1.1	0.9	-3	12	2	1	1
39	c1ccc2c(c1)Nc1ccccc1S2	1	-3	-4	0.9	0.8	1	21	0	0.9	1
40	O=C1/C(=C/c2cc([N+](=O)[O-])ccc2Cl)N2CCC1CC2	1	1	-2	1	1	3	-1	0	0.9	1

New compounds follow.
#	smiles	FLuc stim CS	Efa HMGR inh	TNAP inh no acc	PMI act hi M6P	Diaphorase act	TNAP inh hiacc	Diaphorase inh	G6PDH CS	PMI activator	TNAP act hi DEA
41	C=CCn1c(O)c(C(CC)=NCc2cc(OC)cc(OC)c2)c(=O)[nH]c1=O	1	-2	-7	0.9	0.8	-2	18	-9	0.9	1
42	COc1ccc(CC2C(=O)NC(=O)N(c3ccccc3)C2=O)c(OC)c1 (configuration not stated)	1	-1	-10	0.9	0.9	0	9	8	1.1	1
43	O=c1[nH]c(=O)n(Cc2ccco2)c(O)c1C=NCCN1CCOCC1	1.1	2	8	1	1	-5	4	19	1.2	1.1
44	CCCn1ncc(C(=O)O)c1C	1.1	-6	1	0.9	0.8	-4	20	8	0.9	1
45	COc1ccc(CCNCc2ccncc2)cc1OC	1	-2	5	1.2	1.1	-4	-12	9	1.1	1

Given with each value named: part of the list above
15. Cc1cc(S(=O)(=O)NCC(C)C)ccc1OCC(=O)N1CCN(Cc2ccccc2)CC1
- FLuc stim CS: 1
- Efa HMGR inh: -1
- TNAP inh no acc: -2
- PMI act hi M6P: 1.1
- Diaphorase act: 1.1
- TNAP inh hiacc: -8
- Diaphorase inh: -7
- G6PDH CS: 4
- PMI activator: 1
- TNAP act hi DEA: 1.1
1. CC1CN=C(NCc2ccc(F)cc2)S1 (configuration not stated)
- FLuc stim CS: 1
- Efa HMGR inh: 7
- TNAP inh no acc: -5
- PMI act hi M6P: 1
- Diaphorase act: 1
- TNAP inh hiacc: -1
- Diaphorase inh: 1
- G6PDH CS: 13
- PMI activator: 0.9
- TNAP act hi DEA: 1
11. COC(=O)C1C2c3ccccc3OC1(C)N=c1s/c(=C/c3cn(C)nc3C)c(=O)n12 (configuration not stated)
- FLuc stim CS: 1.1
- Efa HMGR inh: -1
- TNAP inh no acc: -14
- PMI act hi M6P: 1.1
- Diaphorase act: 0.8
- TNAP inh hiacc: -9
- Diaphorase inh: 21
- G6PDH CS: -4
- PMI activator: 1.1
- TNAP act hi DEA: 1.1
7. O=C(CF)NC(NC(=S)Nc1ccccc1O)C(Cl)(Cl)Cl (configuration not stated)
- FLuc stim CS: 1.1
- Efa HMGR inh: 1
- TNAP inh no acc: -1
- PMI act hi M6P: ·
- Diaphorase act: ·
- TNAP inh hiacc: -1
- Diaphorase inh: ·
- G6PDH CS: 26
- PMI activator: ·
- TNAP act hi DEA: 1
